# TDP-43 yeast inh = TDP-43 toxicity inhibition in yeast. 1.8% of 410,000 active. TDP-43 expressing yeast growth rescue, BacTiter-Glo, 24 h. Potency, µM (top dose mostly 46.1 µM), without a hit: top-dose growth rescue (activation), most hits filed as activators; also: potency is read from the fitted curve at half-maximal effect; % of control where 0% means no effect; nearly all actives have a fitted effect of over 50% in size
#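 Readout is BacTiter-Glo luminescence of cell growth, so inhibitors register as activators. TDP-43-expressing yeast at OD600=0.02 in galactose medium, after raffinose pregrowth to mid-log, were incubated with compound for 24 hr at 30 deg C.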
# PTHR1 agonist = PTHR1 (human) receptor agonism | Q03431 | HEK293 GP2 PTHR1 cells, GloSensor cAMP luminescence, 1 h | Potency, µM (titrated, usually from 115 µM), for the others: top-dose activation, usual class: activators | 0.075% of 410,000 active | AID 743266; also: potency is read from the fitted curve at half-maximal effect; nearly all actives have a fitted effect of over 55% in size; some results filed as inactive show a strong effect at the top dose; inactives centre near -15; many of its hits are not listed in these tables
#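 HEK-293-derived GP2 cells expressing PTHR1 and a GloSensor cAMP reporter, 3,000/well, plated overnight, given luciferin plus IBMX (each 0.5 mM as added) for 1 h at 37 °C, then compound for 1 h at 37 °C. Luminescence was read after 15 min at room temperature.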
# D3 ag = D3 dopamine receptor (human) agonism; 0.58% of 410,000 active; P35462; D3R DiscoveRx beta-arrestin cells, luminescence, 90 min; AID 652048; max activation, %; in the data active = max activation above about 30%; also: 0% is about no effect; mostly tested at two doses, the higher about 12 µM
# Target sequence (P35462 whole entry, looked up): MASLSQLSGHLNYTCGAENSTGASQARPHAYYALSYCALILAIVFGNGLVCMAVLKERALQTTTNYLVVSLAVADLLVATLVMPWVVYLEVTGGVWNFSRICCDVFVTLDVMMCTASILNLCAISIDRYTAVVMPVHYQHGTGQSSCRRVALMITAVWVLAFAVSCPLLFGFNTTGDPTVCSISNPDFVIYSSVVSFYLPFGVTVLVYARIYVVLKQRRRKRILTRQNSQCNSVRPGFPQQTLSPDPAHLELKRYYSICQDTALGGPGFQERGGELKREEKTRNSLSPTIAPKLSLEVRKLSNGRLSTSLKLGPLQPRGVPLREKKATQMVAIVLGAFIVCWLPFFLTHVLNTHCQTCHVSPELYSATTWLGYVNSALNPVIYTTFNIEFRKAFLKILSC
#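 Cells at 1500/well, incubated overnight, then treated with pinned compounds (dopamine as control) for 90 min at 37 degrees C. DiscoveRx reagent added for 30 - 60 minutes at room temperature; luminescence read.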
# DRD3 antagonist = blocks the human D3 dopamine receptor. P35462. D3R cells, DiscoveRx beta-arrestin luminescence, antagonist mode; hits give low values. max response, negative = inhibition, %. 2.5% of 360,000 active. AID 652054; in the data active = max response below about -50%; inconclusive = no clear call, values can overlap the other calls; also: % is scaled to controls: 0 for no effect and ±100 for the full control effect; mostly tested at two doses, the higher about 12 µM
#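 Cells expressing the human receptor were seeded at 1500 cells/well, incubated overnight at 37 degrees C in 5% CO2, then exposed to library compounds with dopamine controls for 90 minutes at 37 degrees C before luminescent detection.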
# aSyn rescue = inhibitors of alpha-synuclein toxicity in yeast; Yeast expressing alpha-synuclein, growth rescue, BacTiter-Glo, 24 h; Potency, µM (doses to about 46.1 µM), without a hit: at the top dose growth rescue (activation), hits mostly activators; 0.14% of 370,000 active; AID 652106; also: potency is read from the fitted curve at half-maximal effect; % of control where 0% means no effect; nearly all actives have a fitted effect of over 65% in size
#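 Screening used galactose-induced yeast with toxic alpha-synuclein levels, exposed to compound for 24 hr at 30 deg C. Cell growth, read with BacTiter-Glo luminescence, gave the measured signal.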
# GLP-1R agonist = activates the human GLP-1 receptor; Potency, µM (top dose mostly 45.6 µM), without a hit: at the top dose activation, actives largely listed as activators; 0.007% of 380,000 active; P43220; AID 624172; HEK293 GLP-1R CRE-luciferase, luminescence, 4-6 h; cells express a hypersensitive GLP-1R form; also: potency is read from the fitted curve at half-maximal effect; % of control where 0% means no effect
# Target sequence (P43220 whole entry, looked up): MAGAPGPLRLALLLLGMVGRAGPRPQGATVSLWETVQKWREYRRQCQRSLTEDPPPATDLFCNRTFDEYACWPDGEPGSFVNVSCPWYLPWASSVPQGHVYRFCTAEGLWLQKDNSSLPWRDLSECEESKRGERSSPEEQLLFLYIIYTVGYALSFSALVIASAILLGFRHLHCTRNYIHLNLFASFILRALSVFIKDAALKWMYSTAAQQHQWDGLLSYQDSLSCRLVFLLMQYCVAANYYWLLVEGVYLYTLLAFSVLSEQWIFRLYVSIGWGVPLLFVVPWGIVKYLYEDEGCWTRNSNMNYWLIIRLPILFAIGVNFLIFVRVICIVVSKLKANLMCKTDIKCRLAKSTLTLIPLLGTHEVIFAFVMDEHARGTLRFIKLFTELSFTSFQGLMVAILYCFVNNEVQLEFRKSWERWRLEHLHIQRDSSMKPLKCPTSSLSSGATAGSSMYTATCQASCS
# HEK293 tox = cytotoxic in the GLP-1 receptor inverse agonist counter-screen. HEK293 cAMP-luciferase reporter cells, luminescence, 24 h. 0.13% of 410,000 active. Potency, µM (titrated, usually from 38.3 µM), for inactives: at the highest dose activity change, negative = inhibition, usual class: inhibitors. AID 624418;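 also: loss of luciferase light is scored as toxicity; potency is read from the fitted curve at half-maximal effect; % is scaled to controls: 0 for no effect and ±100 for the full control effect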
#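 Step one: seed cells (200 cells/uL, DMEM with 10% Nu serum, 1% pen-strep). Step two: 12-hour incubation at 37 deg C. Step three: pin 23 nL compound, incubate 24 hr. Step four: add luciferase reagent, read luminescence 12 min later.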
# KB-V1 MDR tox = kills drug-selected multidrug resistant KB-V1 cells | KB-V1 MDR cells viability, CellTiter-Glo, 72 h | Potency, µM (doses to about 46.1 µM), for inactives: at the highest dose activity change, negative = cytotoxicity, hits mostly cytotoxic | 3.4% of 400,000 active; also: potency is read from the fitted curve at half-maximal effect; % is scaled to controls: 0 for no effect and ±100 for the full control effect; nearly all actives have a fitted effect of over 60% in size
#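 KB-V1, DMEM (no phenol red) + 10% FBS; cpd pin-transferred, titration series; 72 h, 37 degrees C; CellTiter-Glo, luminescence. Data normalized, curve-fit.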
# GLP1R inv ag = acts as inverse agonist at human GLP-1 receptor. 1.6% of 410,000 active. P43220. HEK293 GLP-1R CRE-luciferase, luminescence, 24 h; GLP-1R form is constitutively active. Potency, µM (top dose mostly 38.3 µM), for inactives: at the top dose activity change, negative = inhibition, actives largely listed as inhibitors. AID 624417; also: potency is read from the fitted curve at half-maximal effect; % is scaled to controls: 0 for no effect and ±100 for the full control effect; nearly all actives have a fitted effect of over 55% in size
#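 Readout was luciferase luminescence, measured 12 min after detection reagent at room temperature. Beforehand, GLP-1R reporter HEK293 cells had sat 12 h, then received compounds for 24 hr at 37 deg C.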
# * hit, by the source's call; i = inactive; ? = inconclusive; nt = not tested or not shown; [ ] = remark or other dose. Unless noted, calls follow the shape of the dose curve; as a rule, active = well fitted curve in the direction sought with a large enough effect; inconclusive = small, poorly fitted or top-dose-only effect, or another doubt; inactive = no such curve, though single readings can be large; an effect the other way counts as inactive or inconclusive. An excerpt. The share of hits here may be higher or lower than overall.
SMILES,TDP-43 yeast inh,PTHR1 agonist,D3 ag,DRD3 antagonist,aSyn rescue,GLP-1R agonist,HEK293 tox,KB-V1 MDR tox,GLP1R inv ag
CC(C)C(NC(=O)OCc1ccccc1)C(=O)OCC(=O)N1CCCCC1 (stereo not drawn),8.5%,-13.9%,5.5,-7.6,4.1%,-0.8%,-20.5%,?,?
O=C(Nc1ccccc1)Nc1ccc2ccccc2c1,-2.1%,-32.1%[inhibitor],2.1,-8.0,-4.5%,-0.3%,-0.2%,2.3%,?
COc1ccc(S(=O)(=O)N2CCC(C)CC2)cc1Br,20.0%,-22.6%,-7.6,6.6,2.6%,-2.5%,2.3%,-29.7%,?
O=C(NCCc1ccccc1)c1cnn(-c2ccc(F)cc2)c1-n1cccc1,-47.9%[inhibitor],i,0.1,nt,-24.2%,17.6%,0.2%,?,?
COc1cccc(S(=O)(=O)Nc2ccc(C(=O)N3CCCCCC3)cc2)c1,-15.2%,-18.1%,-13.8,1.7,-1.7%,6.0%,-11.9%,-14.0%,-23.5%
NC(Cc1ccc(Cl)cc1)c1csc(Nc2ccc(-c3ccccc3)nn2)n1 (stereo not drawn),?,-11.3%,3.7,36.3,-31.1%[inhibitor],-4.0%,-5.9%,-22.6%,-18.1%
COc1ccc(CN2C(=O)COc3ccccc32)cc1,?,i,-3.2,14.2,-0.3%,9.9%,-11.8%,6.9%,?
CCOC(=O)Cc1ccc(NC(=O)N2CCOc3ccc(C)cc32)cc1,17.7%,i,-10.2,nt,nt,nt,6.3%,13.7%,?
O=c1[nH]c(NCCO)nc2c1C1(CCCCC1)Cc1ccccc1-2,24.0%,-4.1%,-10.9,10.7,-2.5%,-2.4%,-28.4%,-1.3%,?
O=C(Nc1cc(S(=O)(=O)N2CCOCC2)ccc1O)c1ccc2c(c1)S(=O)(=O)c1ccccc1C2=O,-9.7%,i,5.7,-2.4,2.3%,22.8%,10.9%,-0.1%,145.0%[activator]
Cc1ccc(CNC(=O)C(=O)NCC2OCCN2C(=O)c2ccc(Cl)cc2)cc1 (stereo not drawn),12.8%,-11.2%,-2.5,-7.4,-1.0%,-6.1%,-1.6%,4.6%,?
O=C(Nc1ccncc1)C1COc2ccccc2O1 (stereo not drawn),-15.0%,i,-4.8,-11.7,-3.8%,-0.2%,-9.0%,-3.3%,12.0%
Cc1ccc2cc(C(c3nnnn3Cc3ccccc3)N3CCc4ccccc43)c(=O)[nH]c2c1 (stereo not drawn),-12.9%,-21.3%[57.5 µM],-6.1,5.5,20.1%,-0.5%,-19.6%,0.0%,0.0%
O=C(N/N=C/c1cc2c(cc1Cl)OCO2)c1cccc(Br)c1,5.9%,i,-16.7,-24.3,7.8%,-0.5%,3.2%,23.6%,3.6%
O=C(CSc1nc2cc(Cl)ccc2o1)N1CCOCC1,-9.9%,i,-3.9,-11.9,-13.1%,6.0%,11.7%,-20.2%,18.6%
COc1ccccc1CN1C(=NC(=O)CCC2CCCC2)SC2CS(=O)(=O)CC21 (stereo not drawn),11.1%,-1.1%,8.1,0.6,-1.1%,1.2%,?,?,-9.6%
CN(CC(=O)O)C(=O)c1ccccc1,-19.7%,-59.5%,-8.7,-19.9,-2.1%,-2.3%,11.9%,0.0%,3.4%
COC1=CC(=O)OC12CCCCC2,16.4%,i,0.8,-9.9,0.7%,-11.0%,4.2%,16.7%,33.8%[activator]
C(=N\Nc1ccc2ccccc2n1)/c1ccc2c(c1)OCO2,-9.5%,-51.8%[inhibitor],-3.6,0.0,-9.8%,0.5%,?,?,?
O=C(c1ccco1)N1CCN(S(=O)(=O)c2ccc(F)cc2)CC1,?,-5.4%,-2.7,20.7,1.9%,-8.5%,-4.1%,5.5%,0.3%
O=C(NCCNCCO)C1(C(F)(F)F)C/C(=C\Cc2ccccc2)CCCO1 (stereo not drawn),0.9%,-9.5%,-32.6,?,-1.0%,-0.9%,2.7%,5.2%,-21.7%
O=c1c(CN2CCN(c3ccccn3)CC2)coc2ccccc12,-4.2%,-7.0%,8.1,-21.0,-0.1%,-0.6%,-1.9%,0.6%,-17.0%
Cc1ccc(NC(=O)Cn2c(=O)n(Cc3ccc4c(c3)OCO4)c(=O)c3ccc(C(=O)NC4CCCCC4)cc32)cc1,8.5%,i,2.6,nt,3.1%,1.7%,0.2%,8.6%,3.9%
COC(=O)c1cc(=O)c2cccc(OC)c2[nH]1,20.3%,-2.7%,-3.4,9.2,-0.8%,4.4%,0.1%,21.3%,-6.5%
c1ccc(CCNc2ncnc3scc(C4COc5ccccc5O4)c23)cc1 (stereo not drawn),?,?,20.8,-12.6,2.5%,-12.8%,?,13µM*,7.94µM*
Cc1cccc(OCc2nnc(SCC(=O)Nc3ccc(C)c(Cl)c3)o2)c1,-19.8%,i,-7.0,-12.6,8.7%,-2.2%,-12.8%,-3.8%,-9.8%
COc1cc2nc(SCc3ccc(C(F)(F)F)cc3)n(Cc3cccs3)c(=N)c2cc1OC,-2.7%,i,2.6,36.7,nt,-11.4%,8.4%,3.8%,5.8%
O=C(NNc1nc(-c2ccccc2)cs1)c1ccc(F)cc1,13.1%,-18.9%,-0.4,6.6,-9.6%,-0.9%,0.9%[7.66 µM],-0.3%,10.2%[7.66 µM]
NC(=S)N/N=C1\CCSc2ccc(Cl)cc21,1.2%,-26.1%,-12.4,-25.7,0.4%,10.6%,?,?,?
COc1cccc(-c2nc3c(c(=O)[nH]c(=O)n3Cc3ccccc3)n2CCO)c1OC(F)F,-5.3%,i,0.1,-3.2,1.7%,28.3%,-5.1%,-1.3%,15.1%
O=C(COc1ccccc1)Nc1ccc(S(=O)(=O)N2CCCC2)cc1,5.7%,-15.4%,-1.8,2.0,4.2%,-2.0%,4.3%,-1.8%,-8.4%
CCOC(=O)C1CCN(C(=O)c2ccc(OCC)c(OCC)c2)CC1,15.9%,i,0.8,-18.0,1.9%,2.5%,-15.1%,0.0%,-3.3%
COC(=O)C[C@H]1C=C[C@@H](NC(=O)Cc2cccnc2)[C@@H](CO)O1,14.1%,i,0.8,19.3,-5.1%,nt,-1.0%,7.8%,26.1%
CCC(=O)Nc1cccc(C2=NOC3(C2)C[C@@H](C(N)=O)N(C(=O)COc2ccc(Cl)cc2)C3)c1 (stereo partly drawn),-13.2%,-14.1%,20.6,3.4,0.1%,-0.8%,2.9%,14.6%,11.3%
O=C(CSCc1cc(=O)c2cc(F)ccc2[nH]1)Nc1ccccc1Cl,17.4%,-4.4%,6.0,nt,nt,nt,-3.8%,?,22.0%
CNC(=O)C1CCC(Cn2c(=O)[nH]c3ccsc3c2=O)CC1 (stereo not drawn),?,i,-5.7,nt,nt,nt,3.1%,5.7%,6.2%
CN(C(=O)CSc1ccc(S(=O)(=O)N2CCCCC2)cn1)c1ccccc1,29.3%,-93.5%[inhibitor],-4.6,-9.5,10.0%,14.6%,-14.7%,-29.5%,-29.7%
O=C(Oc1coc(CSc2ncccn2)cc1=O)c1ccco1,-23.0%,i,17.7,8.9,11.6%,-1.3%,-5.6%,2.4%,1.9%
Oc1ccc(C(=Nc2ccccc2)c2ccccc2)c(O)c1,-5.3%,i,17.8,-11.8,0.3%,11.3%,-0.6%,?,?
COc1ccc(N2CCN(C(=O)c3ccccc3NC(=O)c3ccccc3)CC2)cc1,1.5%,i,12.9,4.2,6.0%,-3.9%,-2.4%,1.9%,-19.9%
O=C(CSc1nc2c(c(=O)[nH]1)CCCC2)Nc1ccc(Cl)cc1F,-24.1%,i,12.2,-25.2,?,-5.5%,4.4%,?,0.2%
CCc1ccc(C(O)c2ncc(-c3ccccc3F)[nH]2)cc1 (stereo not drawn),14.1%,-24.5%,-0.7,27.6,2.1%,10.1%,0.3%,-8.2%,-24.9%
CCc1cccc(NC(=O)CC2Oc3ccccc3NC2=O)c1 (stereo not drawn),18.4%,-0.3%,2.8,-4.5,-6.0%,12.3%,-9.1%,22.1%,-28.4%
CCN(CC)S(=O)(=O)c1cc([N+](=O)[O-])ccc1NNC(=O)Nc1ccccc1,-1.3%,-6.2%[57.5 µM],-4.2,-56.2*,-0.9%,-5.4%,6.4%,0.0%,-40.5%
O=C(NCC1CCCO1)c1cccc(S(=O)(=O)Nc2ccc(SC(F)F)cc2)c1 (stereo not drawn),7.6%,-18.3%,1.7,66.5,-0.1%,-2.3%,-9.7%,?,10.8%
O=C(C(=O)N1CCN(Cc2ccc3c(c2)OCO3)CC1)c1c[nH]c2ccccc12,4.9%,-43.3%[inhibitor],-3.1,?,-0.4%,0.9%,3.6%,-21.0%,?
Cc1ccc(C)c(CN2CCC(CNC(=O)C(CC(C)C)N3Cc4ccccc4C3=O)CC2)c1 (stereo not drawn),-3.2%,13.5%,-23.9,nt,nt,nt,-16.5%,-48.2%,?
Cc1nn(Cc2ccc(C(=O)Nc3nc4c(C)cccc4s3)o2)c(C)c1Br,19.3%,-23.4%[57.5 µM],4.2,-16.3,3.9%,-1.3%,-3.0%,-9.4%,1.5%

# Sorted by length of the SMILES (ascending): 3 of the compounds above.
SMILES,TDP-43 yeast inh,PTHR1 agonist,D3 ag,DRD3 antagonist,aSyn rescue,GLP-1R agonist,HEK293 tox,KB-V1 MDR tox,GLP1R inv ag
O=C(CSc1nc2c(c(=O)[nH]1)CCCC2)Nc1ccc(Cl)cc1F,-24.1%,i,12.2,-25.2,?,-5.5%,4.4%,?,0.2%
O=C(NCC1CCCO1)c1cccc(S(=O)(=O)Nc2ccc(SC(F)F)cc2)c1 (stereo not drawn),7.6%,-18.3%,1.7,66.5,-0.1%,-2.3%,-9.7%,?,10.8%
Cc1ccc(C)c(CN2CCC(CNC(=O)C(CC(C)C)N3Cc4ccccc4C3=O)CC2)c1 (stereo not drawn),-3.2%,13.5%,-23.9,nt,nt,nt,-16.5%,-48.2%,?

# From PubChem
